Bioassay records from PubChem BioAssay.
IMPase inh: cell-permeable inhibitors of inositol monophosphatase (IMPase). CHO-M1 cells, IP1 accumulation, HTRF TR-FRET ratio. inhibition (IP1 accumulation), % at 46.1 µM. 120,000 tested, under 10 active. AID 901; active means well fitted curve in the direction sought with a large enough effect in the signal ratio, not every such curve was filed as active; inconclusive means small, poorly fitted or top-dose-only effect, or a change in a side signal; inactive means no such curve, though single readings can be large or run the other way; the % refers to the signal ratio;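 further: cells stimulated with carbachol in lithium chloride buffer; plate controls were DMSO basal wells for no effect and reference inhibitor wells for full effect; higher means more IMPase inhibition seen as more IP1 and lower FRET ratio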
Target sequence (P97697 whole entry, looked up): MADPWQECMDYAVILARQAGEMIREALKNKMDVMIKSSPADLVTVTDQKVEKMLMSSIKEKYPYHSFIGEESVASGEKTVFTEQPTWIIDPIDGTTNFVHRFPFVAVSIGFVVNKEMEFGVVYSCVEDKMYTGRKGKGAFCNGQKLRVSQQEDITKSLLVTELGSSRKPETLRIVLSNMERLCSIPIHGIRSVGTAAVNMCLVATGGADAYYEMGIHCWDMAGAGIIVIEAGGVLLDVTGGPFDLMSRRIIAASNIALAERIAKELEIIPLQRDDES
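Elevated IP1 in lysates lowers TR-FRET signal (665/620 ratio and 620 channel reported). Cells were CHO-M1, given carbachol (50 uM as added) plus 50mM LiCl, pH 7.4, 30 min, 37C; compounds titrated up to 46 uM; AC50 by Hill equation.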
15-hLO-2 inh: blocks human 15-lipoxygenase 2 activity. O15296. purified 15hLO-2, xylenol orange hydroperoxide absorbance. Potency, µM (doses to about 57.1 µM), without a hit: at the highest dose activity change, negative = inhibition, hits mostly inhibitors. hit rate 0.56% among 110,000. AID 881; further: potency means the concentration at half of the fitted maximal effect; nearly all actives have a fitted effect of over 60% in size; many of its hits are not listed in these tables
Target sequence (O15296 whole entry, looked up): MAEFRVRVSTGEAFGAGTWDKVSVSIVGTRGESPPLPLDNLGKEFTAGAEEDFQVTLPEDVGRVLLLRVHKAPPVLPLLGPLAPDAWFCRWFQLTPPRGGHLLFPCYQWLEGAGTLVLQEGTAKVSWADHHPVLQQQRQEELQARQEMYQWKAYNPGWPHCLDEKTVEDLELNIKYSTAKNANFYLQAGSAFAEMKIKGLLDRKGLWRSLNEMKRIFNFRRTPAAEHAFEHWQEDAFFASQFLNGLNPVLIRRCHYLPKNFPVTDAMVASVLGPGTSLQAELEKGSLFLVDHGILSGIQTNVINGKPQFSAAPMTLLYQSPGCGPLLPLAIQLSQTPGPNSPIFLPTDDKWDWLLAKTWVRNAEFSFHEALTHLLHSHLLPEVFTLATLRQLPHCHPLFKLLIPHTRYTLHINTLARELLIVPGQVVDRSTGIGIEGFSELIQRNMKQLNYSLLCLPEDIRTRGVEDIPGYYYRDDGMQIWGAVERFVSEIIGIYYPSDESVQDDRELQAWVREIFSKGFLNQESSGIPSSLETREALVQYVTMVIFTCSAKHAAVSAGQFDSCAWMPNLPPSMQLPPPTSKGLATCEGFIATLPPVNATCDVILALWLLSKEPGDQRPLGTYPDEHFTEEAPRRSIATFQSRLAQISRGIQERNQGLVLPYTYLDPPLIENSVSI
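Purified human 15hLO-2 (50 nM) preincubated 15 min with compound, then 45 uM arachidonic acid for 90 min at RT in 25 mM Hepes pH 7.5, 0.01% Triton X-100. Hydroperoxide detected by Fe-xylenol orange; 573/405 nm absorbance ratio.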
ALOX12 inhib: inhibitors of human 12-lipoxygenase (ALOX12); P18054; purified 12-hLO, xylenol orange hydroperoxide absorbance; Potency, µM (doses to about 57.1 µM), for inactives: top-dose activity change, negative = inhibition, actives largely listed as inhibitors; hit rate 0.12% among 150,000; AID 1452; further: potency means the concentration at half of the fitted maximal effect; nearly all actives have a fitted effect of over 55% in size; many of its hits are not listed in these tables
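150 nM 12hLO, 25 mM Hepes pH 7.0 + 0.01% Triton X-100; cpd preinc 15 min RT; 40 uM arachidonic acid, 30 min RT; Fe-XO 30 min; A573/A405 ratio as read-out.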
PNC assembly inh: blocks assembly of the perinucleolar compartment | PC3M PTB-GFP, PNC prevalence imaging, 16 h; stronger effect = lower value | activity change (PNC), negative = inhibition, % at 10 µM | hit rate 3.1% among 140,000 | AID 2417;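 active means readout at or below -70, meaning at least 70% loss of cells showing the perinucleolar compartment, a nuclear body marking cancer cells; inconclusive means readout between -30 and a set limit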;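 further: plate controls were DMSO wells for no effect and camptothecin positive control wells for full effect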
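Compounds are pinned in duplicate onto adhered PC3M cells stably expressing GFP-tagged PTB and incubated 16 h at 37 C. Cells are then fixed, nuclei stained with Hoechst, and PNC-positive cells counted.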
* marks the source's active call; other numbers are inactive results; ? = inconclusive; nt = no result given; & = joins results of further samples; [ ] = dose if it differs, or a comment. Unless noted, the call rests on the fitted dose curve; in most records, active means well fitted curve in the direction sought with a large enough effect; inconclusive means small, poorly fitted or top-dose-only effect, or another doubt; inactive means no such curve, though single readings can be large; an effect the other way counts as inactive or inconclusive. Unless noted, on the % scale 0 is the no-effect control and ±100 the full control effect. The list is partial (hit frequency here may not be typical).

Molecule | IMPase inh | 15-hLO-2 inh | ALOX12 inhib | PNC assembly inh
CC1=CC(=O)C(C(C)C)=C/C1=N/OC(=O)c1cccc([N+](=O)[O-])c1 | 6 | -11% | 12% | 21
COc1cccc(OCCOCCNCCO)c1 | 0 | -3% | -8% | 44
CC1C(=O)CCCCCCCCCC2C1(N1CCOCC1)CS2(=O)=O (stereo unspecified) | ? | nt | -7% | ?
Cc1cnc(C(=O)OCC(=O)Nc2cc(Cl)cc(Cl)c2)cn1 | 10 | -5% | 1% | ?
Cc1ccc2cc(C#N)c(SCC(=O)NCC3CCCO3)nc2c1 (stereo unspecified) | ? | 1% | -3% | 21
CCN(CC)CCCNC(=O)c1nn(-c2ccc(OC)cc2OC)c(=O)c2ccccc12 | 2 | 4% | -4% | -2
CC(C)(C)n1ncc2c(=O)n(CC(=O)NCCc3ccccc3)cnc21 | 12 | nt | 9% | -11
CCC1CCCCN1C(=O)Cn1c(=O)n(CCC(=O)NCc2ccco2)c(=O)c2sccc21 (stereo unspecified) | ? | 0% | -2% | -19
O=C(COC(=O)CCSc1ccccc1Cl)Nc1ccc(F)cc1F | nt | nt | -1% | ?
COc1ccccc1OCc1ccc(C(=O)NN)cc1 | -2 | 3% | 2% | -1
Cc1ccccc1OCC(=O)NC(=S)Nc1ccc(N2CCOCC2)c(Cl)c1 | 7 | 0% | -13% | -19
Cc1cc(C)c(C)c(S(=O)(=O)N2CCN(CC(=O)c3c(N)n(Cc4ccccc4)c(=O)n(C)c3=O)CC2)c1C | nt | nt | -1% | 23
C=C(C)CNC(=S)NNC(=O)c1ccc(Br)cc1 | 3 | nt | -4% | 1
O=C(Oc1ccccc1Cl)c1ccccc1P(=O)(O)O | 4 | -1% | 6% | 36
Cc1ccc(C)c(NC(=S)N2CCCCCC2)c1 | -11 | nt | -5% | ?
O=C(Nc1nc2c(s1)CN(Cc1ccccc1)CC2)c1cccc(S(=O)(=O)N2CCc3ccccc32)c1 | -27 | 29% | 2% | 27
O=P(OC1CCCCC1)(OC1CCCCC1)C(O)c1ccc(Cl)cc1Cl (stereo unspecified) | 7 | -1% | 1% | ?
CS(=O)(=O)N(CC(=O)N1CCN(c2cccc(Cl)c2)CC1)c1cccc(F)c1 | 2 | 5% | -9% | 32
Cc1ccc(NC(=O)CC2S/C(=N/c3nccs3)N(C)C2=O)c(C)c1 (stereo unspecified) | -4 | 3% | 4% | 22
CC1(C)C(=O)NC2=C1C(=O)C(=O)c1ccccc12 | ? | -7% | -13% | nt
COc1ccc(/C=C2\SC(=O)N(CCC(=O)Nc3ccc(S(=O)(=O)Nc4nccs4)cc3)C2=O)cc1 | nt | nt | 2% | -3
CCN1CCN(S(=O)(=O)c2cc(OCC(=O)NC3CCCCC3)c(C)cc2Cl)CC1 | 10 | 9% | 3% | -12
O=C(CSc1nccc(=O)[nH]1)Nc1ccc(F)c(Cl)c1 | 3 | -8% | -1% | ?
C[C@H](O)[C@@H]1C(=O)N2C(C(=O)O)=C(SCCN=CN)C[C@@H]12 | -5[20.6 µM] | 6%[25.6 µM] | -4%[25.6 µM] | nt
CCc1cccc(C)c1NC(=O)CSc1nnc(-c2ccco2)n1N | -14 | 2% | -3% | 4
CC(C)NC[C@@H](O)COc1cccc2[nH]ccc12 | 2 | 13% | 0% | nt
CSc1cccc(NC(=O)CCCOc2ccc(Cl)cc2C)c1 | -1 | nt | -3% | -1
Cc1cccc(NC(=O)C2CCN(S(=O)(=O)c3c(C)nn(C)c3C)CC2)n1 | 5 | 0% | 2% | -13
COc1ccc(N2C(=O)CSC23CCCCC3)cc1 | -6 | nt | 19% | 306
CC(=O)c1sc2nc(-c3cccs3)cc(C(F)(F)F)c2c1N | ? | -19% | 0% | 35
O=C1c2ccccc2C(O)N1Cc1ccco1 (stereo unspecified) | -15 | 1% | 5% | -14
Cc1cc(NC(=O)CSc2n[nH]c(CC(C)C)n2)no1 | 8 | 10%[2.29 µM] | 3% | ?
O=C(O)c1ccc(S(=O)(=O)c2ccc3c(c2)C(=O)N(Cc2ccco2)C3=O)cc1 | 12 | 3% | 1% | 58
Cc1ccc(C(C2=C(O)CC(C)(C)CC2=O)C2C(=O)CC(C)(C)CC2=O)o1 (stereo unspecified) | -6 | -14% | -15% | ?
O=C(CSc1nnnn1-c1ccc(Cl)cc1)N1CCc2ccccc2C1 | 0 | 21% | -10% | 14
Cc1ccc(CSc2ccc3nnc(-c4cccnc4)n3n2)cc1 | 5 | nt | 1% | ?
CCOC(=O)c1c(C2CC2)csc1NC(C)=O | 15 | -4% | -3% | 30
CC(C)CNC(=O)c1ccccc1NC(=O)c1ccccc1N(C)S(C)(=O)=O | 9 | nt | 5% | ?
COc1ccc(NC(=O)CN(c2cc(C)cc(C)c2)S(=O)(=O)c2c(C)noc2C)cc1 | 1 | 3% | 3% | 2
O=C(CSc1nc2ccccc2s1)NC1CCCc2ccccc21 (stereo unspecified) | 0 | nt | -1% | ?
CC(C)Cn1c(NCCO)nc2ccccc21 | 8 | 2% | 4% | -25
CC(C)Cc1nc2oc3c(N4CCN(CCO)CC4)ncnc3c2c2c1CCCC2 | -2 | 49%[activator] | 13% | ?
Cc1cccc(OCCCN2CCCCCC2)c1 | 12 | -6% | -2% | ?
Cc1cc(C(=O)OCC(=O)NC2CCCCC2)c(C)o1 | 3 | -2% | -2% | 6
COCc1cc(C)nc(N)c1C#N | -4 | 0% | 4% | -1
CCN(CC)C(=O)/C(=C\c1ccc2c(c1)OCO2)NC(=O)c1ccc(Br)cc1 | 3 | 2% | -19% | ?
COCCCNC(=O)CN(c1cc(OC)ccc1OC)S(=O)(=O)c1ccccc1 | 5 | -4% | -3% | 29
CCOC(=O)C1C2C=CC3(CN(CCc4ccccc4)C(=O)C13)O2 (stereo unspecified) | 2 | nt | 13% | 21
Cc1ccc2nc(-c3cccc(NC(=O)c4ccco4)c3)[nH]c2c1 | 1 | 50%[activator] | 2% | 25
CC(=O)OCC[N+](C)(C)C | nt | 2% | 12%&-2%&0% | -26&81

Carrying on:
Molecule | IMPase inh | 15-hLO-2 inh | ALOX12 inhib | PNC assembly inh
O=C1c2ccccc2C(=O)N1CCCSc1nc2ccccc2o1 | 9 | -4% | -6% | -10
N=c1n(CCN2CCOCC2)c2ccccc2n1Cc1ccccc1Br | 11 | 53%[activator] | -4% | -11
Cc1nc(Nc2nc(CSc3ccc(Cl)cc3)cc(=O)[nH]2)nc2ccccc12 | -18 | nt | -1% | 32
COc1cccc(C2C3=C(N=c4s/c(=C\c5cccc(O)c5)c(=O)n42)c2ccccc2CC3)c1OC (stereo unspecified) | 16 | nt | 0% | 4
CC(=O)c1cc2c(cc1N)OCO2 | 2 | 8% | -6% | -7
COc1cc(/C=N/Nc2cc(C)nc(NS(=O)(=O)c3ccc(C)cc3)n2)ccc1O | 1 | nt | -2% | 16
Cc1cc(N2C3CCC2CC(O)(c2ccc(F)cc2)C3)nc(-c2ccccc2)n1 (stereo unspecified) | 18 | 38%[activator] | -12% | 17
O=C(CN1C(=O)NC2(CCCCC2)C1=O)Nc1ccccc1Cl | -3 | -5% | -1% | 19
CCC(N1CCOC1=O)S(=O)(=O)c1ccc(C)cc1 (stereo unspecified) | -4 | -13% | -2% | 21
COc1ccc(Oc2ncc(CN3CCN(c4ccccc4)CC3)s2)cc1 | 8 | 18% | 4% | ?
O=C(Nc1nc2c(c(=O)[nH]1)CCCC2)C1CC1 | 2 | 2% | 10% | -28
COc1cccc2c(=O)n(CC(=O)NC3CCCC3)ccc12 | 6 | 3% | 1% | 17
O=C(NCC1CCCO1)c1cc(-c2ccco2)nc2ccccc12 (stereo unspecified) | -5 | ? | -12% | 6
O=C(Cc1ccccc1)NN1C(=O)C2C(C1=O)C1C=CC2C12CC2 (stereo unspecified) | nt | nt | 2% | 69
COc1cc(C2C(C(=O)c3ccco3)=C(O)C(=O)N2CCc2ccccc2)ccc1O (stereo unspecified) | -1 | -22% | -11% | ?
COc1cccc(/C=N/NC(=O)c2ccccc2N(Cc2ccccc2)S(=O)(=O)c2ccccc2)c1OC | 14 | nt | -5% | 57
CS(=O)(=O)c1cnc(-c2ccccc2)nc1Oc1ccc(F)cc1 | -5[1.84 µM] | 8%[11.4 µM] | 0% | -28
CC(C)(C)NC(=O)CN1CCC(O)(c2ccc3c(c2)OCO3)CC1 | 11 | nt | 3% | ?
CCN(CC)S(=O)(=O)c1ccc(N=NC2=C(O)CC(C)(C)CC2=O)cc1 | nt | nt | -4% | 38
CCN1c2ccccc2-c2nc3ccccc3n2C1c1ccccn1 (stereo unspecified) | 4 | -2% | -6% | 34
Cc1ccccc1C(=O)NC1CCN(C(=O)N(c2ccccc2)c2ccccc2)CC1 | -4 | -1% | -4% | 37
COCCSc1ccccc1C(=O)N1CCN(Cc2ccc3c(c2)OCO3)CC1 | 26 | 10% | -14% | 15
CCn1c(CN2CCCCCC2=O)nnc1SCc1cnc(-c2ccccc2)s1 | -9 | 15% | -6% | 2
Cc1[nH]nc2c1C1(CCC3(CC1)OCCO3)C(C#N)=C(N)O2 | 2 | -3% | -3% | 23
COc1ccccc1OCC(=O)OCC(=O)Nc1ncc(Cl)cc1Cl | 3 | -1% | -2% | 40
COc1ccc(OCC(=O)N/N=C/c2ccc(OC)c(OC)c2C(=O)O)cc1 | -1 | nt | 0% | 8
C1CCN(c2c3c(nc4nnnn24)CCCC3)CC1 | 2 | -17% | 3% | -14
Cc1ccccc1N=C1NN=C(c2ccccc2F)CS1 | nt | nt | -3% | ?
CCCCOC(=O)CNc1nnc(SCC(=O)OCC)[nH]c1=O | 4 | -1%[2.29 µM] | 2% | 16
O=C(c1cc2c(ccc3ccccc32)oc1=O)N1CCN(CCO)CC1 | -15 | nt | 8% | ?
CCOCCn1c(-c2ccc(OC)cc2)nc2ccccc21 | -1 | 4% | 0% | -106*
O=C(COc1ccccc1Cl)NC(=S)Nc1cccc(NC(=O)c2ccccc2Cl)c1 | 7 | -18% | -8% | 1
O=C(CSc1cccc2cccnc12)NCc1ccco1 | -5 | -9% | 3% | 18
COC(=O)c1cc(COc2ccc3c(c2)oc(=O)c2ccccc23)c(C)o1 | 0 | -16% | -4% | -17
CCO/N=C(/C)c1c(O)cc(C(C)(C)C)n(-c2ccccc2)c1=O | nt | nt | -1% | ?
CCCCCn1c(=O)[nH]c2c(c1=O)CCC2 | 3 | 6% | 2% | 47
CC(NC(=O)c1sc2cc([N+](=O)[O-])ccc2c1Cl)C(C)(C)C (stereo unspecified) | 4 | nt | -3% | 0
CC(Cl)C(=O)NNc1cccc(Cl)n1 (stereo unspecified) | -4 | -20% | -4% | 8
CC(C)(C)C(=O)NC1CCN(C(=O)N2CCCC2)CC1 | -4 | -2%[2.29 µM] | -6% | -2
COc1ccc(C(=O)CN2CCN(S(=O)(=O)c3cccc([N+](=O)[O-])c3)CC2)cc1 | 11 | nt | -5% | -16
CCOc1ccc2[nH]c(C)c(CN3CCN(C)CC3)c(=O)c2c1 | -1 | 4% | -1% | 33
COc1ccc(C2C(C(=O)c3sc(C)nc3C)=C(O)C(=O)N2CCCn2ccnc2)cc1OC (stereo unspecified) | -2 | -4% | -8% | ?
C=CC(=O)OCCCCCCOC(=O)C=C | nt | 3% | 1% | nt
Cc1cccc(C2=N[C@@H](Cc3ccccc3)CO2)c1 | nt | 14%[0.0915 µM] | 1%[0.00818 µM] | nt
CC(C)c1cccc2nc3c(c([Si](C)(C)C)c12)Cn1c-3cccc1=O | nt | -17% | -5% | nt
CCCCCCC(=O)N/N=C(\C)Cc1ccccc1 | nt | nt | -6% | 88
Cc1cc2ccccc2n1CCNC(=O)c1ccc(S(=O)(=O)N2CCCCC2)cc1 | -17 | -10% | 1% | 69
COc1ccccc1-n1cnnc1SCC(=O)N1CC(=O)Nc2ccccc21 | 5 | -3% | -2% | ?
Cn1c(C(=O)OCC(=O)NCCc2ccccc2)cc2sccc21 | -3 | -2% | -4% | 31
Nc1ncnc2nc(Sc3ccc(Cl)cc3)[nH]c12 | 13 | -2% | -3% | -22
